Screening results (PubChem)
beta cell repl: MIN6 beta-cell proliferation induction. MIN6 cells proliferation, ATPlite luminescence, 48 h; cells starved in 0.2% serum; 100% = growth in 10% serum. proliferation, % at 10 µM. 0.29% of 330,000 active. AID 2380;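 active = compounds whose signal lies at least 3.5 SD above the mean of all wells on their plate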;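 note: 0% = DMSO-treated cells in low-serum medium and 100% = 10% serum control; some compounds called inactive have numbers as strong as hits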
APOBEC3G inh: inhibitors of human APOBEC3G DNA deaminase; recombinant A3G, ssDNA deamination FAM/TAMRA fluorescence; AID 493012; inhibition, % at 20 µM; 0.28% of 330,000 active;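 active = inhibition of at least 40% at 20 µM, with no more than 30% in the related APOBEC3A deaminase screen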;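 note: plate controls were DMSO wells with A3G for no effect and wells lacking A3G enzyme for full effect; some compounds called inactive have numbers as strong as hits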
Target sequence (Q9HC16 whole entry, looked up): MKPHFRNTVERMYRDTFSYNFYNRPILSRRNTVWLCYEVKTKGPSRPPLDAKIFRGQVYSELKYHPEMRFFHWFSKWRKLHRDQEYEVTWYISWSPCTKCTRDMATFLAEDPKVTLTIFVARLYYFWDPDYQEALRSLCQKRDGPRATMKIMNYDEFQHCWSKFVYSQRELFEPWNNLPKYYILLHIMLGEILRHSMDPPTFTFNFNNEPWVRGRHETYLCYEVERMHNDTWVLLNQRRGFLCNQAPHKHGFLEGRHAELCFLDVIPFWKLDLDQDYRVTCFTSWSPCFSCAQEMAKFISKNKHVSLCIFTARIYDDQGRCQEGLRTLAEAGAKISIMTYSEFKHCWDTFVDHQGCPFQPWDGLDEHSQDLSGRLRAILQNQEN
hIAP activ: human IAP activation. activation factor at 10 µM. purified human IAP, CDP-Star luminescence, 30 min; stronger effect = higher value; 1 = vehicle-only enzyme, 0 = enzyme-free background. P09923. 0.16% of 330,000 active. AID 2524;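 active = activation factor of the enzyme at least 2-fold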; note: the source names both 10 and 20 µM as test concentration; values of inactives mirror those of a sister screen read the other way
Target sequence (P09923 whole entry, looked up): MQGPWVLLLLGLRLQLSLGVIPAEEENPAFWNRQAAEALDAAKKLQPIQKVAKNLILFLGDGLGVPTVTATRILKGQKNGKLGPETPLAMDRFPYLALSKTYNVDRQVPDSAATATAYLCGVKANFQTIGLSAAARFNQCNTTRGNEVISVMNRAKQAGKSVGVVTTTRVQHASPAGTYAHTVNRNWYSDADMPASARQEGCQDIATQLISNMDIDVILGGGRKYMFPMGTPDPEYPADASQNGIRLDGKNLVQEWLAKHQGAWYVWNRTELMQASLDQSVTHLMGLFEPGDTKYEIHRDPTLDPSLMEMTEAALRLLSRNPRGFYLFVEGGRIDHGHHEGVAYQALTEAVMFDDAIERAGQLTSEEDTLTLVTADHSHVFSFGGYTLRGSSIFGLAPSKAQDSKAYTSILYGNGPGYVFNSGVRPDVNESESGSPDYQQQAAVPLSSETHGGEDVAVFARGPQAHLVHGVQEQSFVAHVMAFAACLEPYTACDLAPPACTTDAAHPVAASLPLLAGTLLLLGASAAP
GRIN3A LBD mod: NR3A (human) ligand-binding domain modulation | NR3A LBD differential scanning fluorimetry, Tm shift; 0% = protein alone, 100% = glycine-bound protein | Tm shift relative to glycine control, % at 25 µM | 2.5% of 340,000 active | AID 1259313;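 active = melting temperature shift of at least 10% of the positive control shift, at one fixed dose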
mIAP act: increases mouse intestinal alkaline phosphatase activity; AID 2805; 0.24% of 330,000 active; muIAP, CDP-Star luminescence, 30 min; stronger effect = higher value; 1 = vehicle-only enzyme signal, 0 = enzyme-free wells; activation factor at 10 µM;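 active = activation factor of at least 2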; note: the source names both 10 and 20 µM as test concentration; values of inactives mirror those of a sister screen read the other way
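also added = chemiluminescent substrate CDP-Star | test system = mouse IAP enzyme | signal = chemiluminescence readout | compound = DMSO-dissolved test compounds | incubation = 30 min at room temperature | benchmarks = DMSO wells, no-enzyme wells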
APOBEC3A inh: inhibitors of human APOBEC3A DNA deaminase; inhibition, % at 20 µM; 0.41% of 330,000 active; AID 493011; recombinant A3A, FAM/TAMRA ssDNA deamination fluorescence;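 active = at least 40% inhibition at 20 µM here, with at most 30% in a related deaminase screen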;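 note: plate controls were A3A with DMSO for no effect and wells lacking A3A enzyme for full effect; some results filed as inactive read as strong as hits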
hIAP block: blocks human intestinal alkaline phosphatase; P09923; purified IAP, CDP-Star luminescence, 30 min; inhibition, % at 10 µM; 0.12% of 330,000 active;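 active = inhibition reaching a set limit with compound at 10 µM in the primary screen, cut at about 35% in these data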;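 note: plate controls were DMSO wells with enzyme for no effect and no-enzyme buffer wells for full effect; values of inactives mirror those of a sister screen read the other way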
MPTP block: permeability transition pore inhibition; isolated mouse mitochondria, Ca2+ swelling absorbance, 30 min; inhibition, % at 10 µM; 1.4% of 360,000 active; AID 602449;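 active = inhibition of 50% or more, scaled per plate between neutral and stimulator controls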;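 note: 0% = DMSO wells given calcium and 100% = 1 mM EGTA wells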
mIAP inh: blocks mouse intestinal alkaline phosphatase. inhibition, % at 10 µM. 0.2% of 330,000 active. AID 2806. purified mouse IAP, CDP-Star luminescence, 30 min;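 active = inhibition of at least 40% at 10 µM in the primary screen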;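 note: plate controls were DMSO with enzyme for no effect and no enzyme wells for full effect; values of inactives mirror those of a sister screen read the other way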
Starred values were filed as active, the others as inactive; · = not tested or not shown. This is a random part of the collection; 5% or so of the library scored in one or more.

mol	beta cell repl	APOBEC3G inh	hIAP activ	GRIN3A LBD mod	mIAP act	APOBEC3A inh	hIAP block	MPTP block	mIAP inh
COCCCNC(=O)Cn1cnc2sc(C)c(S(=O)(=O)N3CC(C)CC(C)C3)c2c1=O (stereo not given)	-2	-9	0.85	1	0.92	-4	15	-0.3	8
Cc1ccc(N2CC(C)Cn3c2nc2c3c(=O)[nH]c(=O)n2C)cc1C (stereo not given)	1	0	1.2	0	0.99	-7	-25	0.6	1
C/C(N)=C(/C#N)C(=O)COC(=O)c1cc(-c2ccccc2)nc2ccc(Br)cc12	-3	-11	0.9	·	0.83	0	10	·	17
O=C(CN(C(=O)CNS(=O)(=O)c1ccc(F)cc1)c1ccccc1F)NCc1ccco1	0	-5	1.2	1	1	-1	-16	-0.3	0
O=C(Cc1cccs1)NCC1CCCO1 (stereo not given)	-1	-2	1.1	0	0.96	-2	-13	-0.1	4
CC1=C(C(=O)Nc2cccc(C(=O)NCc3ccc(F)cc3)c2)SCCO1	-2	-5	1	0	1	3	-2	-1.1	-4
CC1=CCC2C(=O)N(c3ccc4ccccc4n3)C(=O)C2C1 (stereo not given)	-2	-4	0.94	-1	0.96	-1	6	0.4	4
Cc1cc(C)c(N2CCN(S(=O)(=O)N3CCCCCC3)CC2)c(C)c1	0	-2	0.83	-2	1	-3	17	79*	-3
CCC(C)NC(=O)c1cn(CC)c2ccc(S(=O)(=O)N3CCCCCC3)cc2c1=O (stereo not given)	-3	-7	1.1	1	0.96	-4	-15	-0.9	4
Cc1ccc(OCc2cc(C(=O)N3CC4C[C@@H]5CC3C[C@H](C4)C5)no2)cc1C	-6	-8	1.4	6	1	-3	-40	2.6	0
COc1ccc(Br)cc1/C=N/NC(=O)c1cccnc1	-3	-4	1	2	0.98	-7	0	0.3	2
C[C@H]1CN=C(N(C)C)N1CCCC1CCCCC1	1	-8	0.86	1	0.96	-3	14	0.4	4
N#Cc1cnn(-c2nc3sc4c(c3c(=O)[nH]2)CCCC4)c1N	4	0	1.1	1	1.1	-2	-11	-2.8	-6
Cn1c(=O)[nH]c(=O)c2c1nc(Sc1ncccn1)n2CCCc1ccccc1	0	-7	1	-1	0.95	-1	-1	2.8	4
Cc1ccnc(NC(=O)c2ccc(OCc3c(C)noc3C)cc2)c1	0	-2	0.84	-2	0.96	0	16	-1.4	4
CC(C)N(C(=O)Cn1c(-c2cccnc2)ccc(C#N)c1=O)C(C)C	-1	3	1.1	2	0.98	1	-11	-0.1	2
CCCCC(O)(c1ccc(F)cc1)C(CN1CCOCC1)c1ccc(Cl)cc1 (stereo not given)	-4	-8	0.94	1	0.93	-1	6	0.0	7
O=C(/C=C/c1ccc2c(c1)OCCO2)c1ccccc1	-4	-2	0.87	0	0.87	3	13	-1.0	13
Nn1c(SCCOc2ccccc2)nnc1-c1cccnc1	2	-11	0.89	-3	0.9	1	11	0.7	10
CCOC(=O)C1CCCCN1Cc1cccc(F)c1 (stereo not given)	-1	-5	1.1	2	0.96	-3	-13	0.4	4
COc1ccc(C(=O)NC(C)c2nnc(SCc3ccc(Cl)c(Cl)c3)n2C)cc1 (stereo not given)	1	16	0.89	2	0.94	57*	12	-3.3	6
CC1(C)Cc2c(cnn2-c2ccccc2)C(NC(=O)CCN2CCCCO2)C1 (stereo not given)	-2	-1	1	3	1.1	-3	-2	-2.2	-6
O=C(O)c1ccc(-c2ccccn2)s1	-1	-2	1.1	-4	1.1	2	-6	2.1	-9
COc1ccc(CCNC(=O)COc2cc(C)cc3oc(=O)cc(C)c23)cc1	-2	0	1.1	4	1	1	-7	0.7	-2
CC1(c2ccccc2)NC(=O)N(CC(=O)NNC(=O)c2ccccc2)C1=O (stereo not given)	-1	-2	0.9	2	0.99	2	10	-2.3	0
O=C(C1=NN[C@@H]2C(=O)N(c3cccc(F)c3)C(=O)[C@H]12)c1cnccn1	3	-5	0.98	-1	0.97	-5	2	1.5	3
Cc1ccc(C)c2[nH]c(=O)c(CN(Cc3ccco3)S(=O)(=O)c3ccc4c(c3)OCCO4)cc12	3	-4	0.93	1	0.95	2	8	-0.1	5
CC(C)CN1CCNC(=O)C1CC(=O)NCc1cnn(-c2cccc(F)c2)c1 (stereo not given)	-2	-9	1	-9	0.94	-1	-2	-1.0	6
O=C(Nc1ccccc1C(F)(F)F)c1cnccn1	-3	-4	0.86	1	1	-6	14	0.2	-1
COc1ccc(C)cc1NC(=O)C1CCN(C(=O)C2CC(=O)N(c3ccc(C)cc3)C2)CC1 (stereo not given)	2	-3	1.1	-1	0.97	-1	-6	-1.6	3
N=C1/C(=C/c2cccn2Cc2ccc(F)cc2)C(=O)N=C2SC=CN12	-4	-13	0.86	0	0.88	0	14	-1.1	12
CC1(C)CC(=O)c2sc(NS(=O)(=O)c3ccc([N+](=O)[O-])cc3)nc2C1	-1	-5	1.2	-7	0.96	-2	-25	1.0	4
O=C(O)CNc1nc(-c2ccccc2)nc2c1oc1ccccc12	-2	-7	0.98	-1	0.92	-2	2	-0.6	8
COC(=O)C1=C(C(=O)OC)[C@@H]2Nc3ccccc3[C@@]23C[C@@H](C(=O)OC)N(C(=O)CC(C)C)C3=N1	1	-4	0.89	0	1.1	-5	12	0.1	-10
COc1cc(OC)c(NC(=O)c2cncn2-c2ccc(F)cc2)cc1Cl	-2	1	1.1	-2	0.98	3	-15	0.2	2
Cc1ccc(-c2ccc(=O)n(CC(=O)NCCN3CCCCC3C)n2)cc1 (stereo not given)	-2	-1	0.78	-1	0.99	0	22	-0.1	1
O=C(NCc1cccnc1)C1CCN(S(=O)(=O)c2cc([N+](=O)[O-])ccc2Cl)CC1	1	-2	1.1	1	0.95	0	-8	0.0	5
CCCN1CCc2c(sc(NC(=O)C3CCN(S(=O)(=O)c4cccs4)CC3)c2C(N)=O)C1	-3	-2	0.86	0	1.5	-1	14	0.8	-50
O=C(CCN=C1NS(=O)(=O)c2ccccc21)N1CCc2ccccc2C1	-3	-12	0.96	0	1.2	-4	4	1.4	-18
Cc1cc(NC(=O)/C=C\C(=O)O)c([N+](=O)[O-])cc1C	0	-6	1.1	1	0.95	-1	-10	1.6	5
CCOc1ccc(N/C(N)=N/c2nc(C)cc(C)n2)cc1	-4	5	1	0	1	0	-1	0.4	-5
O=C(C[C@H]1C/C=C\CCCC(=O)OC[C@H]2CCCN2C1=O)NCCO	-1	-4	0.96	-2	1.1	4	4	0.3	-5
Cc1cc(C)c2c(C)[nH]nc2n1	0	1	1.1	0	1.4	2	-8	0.0	-39
COc1cccc(CN2CC(C(=O)NCCN3CCOCC3)CCC2=O)c1 (stereo not given)	2	-5	1.1	-3	0.95	-6	-10	-2.4	5
CCOC(=O)c1c(NC(=S)Nc2cccc(C)c2)sc2c1CC(C)(C)SC2	-2	-2	0.93	8	0.81	-2	7	38	19
Cc1onc(-c2ccccc2Cl)c1C(=O)Oc1cc(N)n(S(=O)(=O)c2ccc(F)cc2)n1	-3	-3	0.99	1	0.86	1	0	3.1	14
COc1ccc(CCNc2cc(C)[nH]c(=O)c2)cc1OC	1	-11	1	-2	1	-4	-1	-0.3	-3
Cc1ccc(NC(=O)c2ccc(CSc3nnc(-c4ccncc4)n3C)cc2)c(C)c1	0	-5	1	-1	0.99	-3	-1	-0.2	1
CN(C)c1ccc(N2C(=NC(=O)c3ccccc3)SC3CS(=O)(=O)CC32)cc1 (stereo not given)	-5	-8	0.97	2	0.98	-7	3	-0.6	2
O=C(OCC(=O)N1CCc2ccccc21)c1cccnc1Cl	-1	-2	0.88	0	1	5	12	-0.5	0

More structures
mol	beta cell repl	APOBEC3G inh	hIAP activ	GRIN3A LBD mod	mIAP act	APOBEC3A inh	hIAP block	MPTP block	mIAP inh
CCOc1ccc(CC(=O)N/N=C/c2cccnc2)cc1	0	-10	1.2	1	1.1	-1	-20	0.4	-15
O=C1CN(C(=O)c2ccc(Br)o2)C(c2ccccc2)c2cc(Br)ccc2N1 (stereo not given)	-6	-3	0.84	-1	0.95	0	16	0.1	5
Cc1sc2ncnc(N3CCN(CCOc4ccc(Cl)cc4)CC3)c2c1C	-6	-3	1	-10	1.1	2	0	100*	-10
CCN(CC)S(=O)(=O)c1cccc(C(=O)Nc2ccccc2)c1	-2	1	1.2	0	1.1	2	-18	0.1	-12
CCOC(=O)c1c(/N=C/c2ccccc2O)sc2c1CCC2	0	-4	1	-5	0.7	98*	-2	18	30
O=C(Nc1ccc(S(=O)(=O)Nc2nccs2)cc1)C1=NN(c2ccccc2)C(=O)CC1	-2	0	1	-5	0.99	6	-2	1.5	1
COc1ccc(C(=O)C2CCCCC2=O)cc1 (stereo not given)	-1	3	1.5	0	0.66	4	-55	-1.2	34
N=C(N)N=Nc1c(O)[nH]c2ccc(Br)cc12	5	-4	1.1	-6	0.92	0	-6	-1.7	8
CCCc1cc(=O)[nH]c(SCC(=O)N2CC3(C)CC2CC(C)(C)C3)n1 (stereo not given)	-2	-7	1.1	1	0.91	-5	-6	-3.2	9
CC(C)c1nc2sc3c(c2c(=O)[nH]1)CC(C)(C)OC3	-3	-4	0.94	2	1.1	1	6	1.6	-8
CCOc1ccc(C(C)NC(=O)c2cc(=O)[nH]c3ccccc23)cc1OCC (stereo not given)	2	-5	1	1	1	1	-1	0.0	0
NC(=O)CCCn1c(C(=O)c2cc(Cl)c(N)c(Cl)c2)c2ccc([N+](=O)[O-])cc2[n+]1[O-]	-7	-2	0.97	-1	0.91	-4	3	-1.5	9
COc1ccc(C(C(=O)NC2CCCCC2)N(C(=O)c2ccccn2)c2cccnc2)c(OC)c1 (stereo not given)	0	2	1	0	0.95	-5	-4	-0.1	5
O=C(NCC(=O)N(c1cccc(F)c1)C(C(=O)NC1CCCC1)c1cccnc1)c1cccs1 (stereo not given)	-1	-8	0.81	-2	0.91	-1	19	-0.6	9
COc1ccc(-c2c(NC(=O)c3ccco3)n(-c3ccc(C)cc3)nc(C)c2=O)cc1	-2	-9	1	0	1	-4	-2	0.5	-4
CN(C)C(=O)COc1ccc2c(-c3ccccc3)cc(=O)oc2c1	-4	2	1.2	0	1	-3	-21	-1.9	0
Nn1c(SCc2ccc(Br)cc2)nnc1-c1ccccn1	-1	1	1.1	0	1	0	-12	-1.4	-2
O=c1[nH]c(CCl)nc2cc(-c3ccc(Cl)cc3)sc12	-6	0	1.3	-3	0.99	5	-25	-1.2	1
CCOC(=O)c1cccc(NC(=O)CN(C)S(=O)(=O)c2cnc[nH]2)c1	-4	-6	1.2	0	0.97	-2	-22	7.1	3
C[C@@]12C(=O)Nc3cc(Cl)ccc3C(=O)N1[C@H]1c3ccccc3OC[C@@H]1[C@@H]2c1ccccc1	-9	-6	0.82	-5	1.1	-4	18	0.4	-9
Cc1cc2c(cc1S(=O)(=O)NCc1ccccc1)n(C)c(=O)c(=O)n2C	0	2	0.94	-2	0.9	0	6	-3.2	10
CCCCCCC(C)NC(=S)Nc1cc(S(=O)(=O)N(C)C)ccc1C (stereo not given)	-4	-3	1.1	1	4.8*	-5	-14	64*	-381
